Source: PubChem
aSyn tox rescue = alpha-synuclein toxicity suppression in yeast. S. cerevisiae alpha-synuclein toxicity rescue, BacTiter-Glo growth, 24 h. Potency, µM (top dose mostly 46.1 µM), for inactives: at the highest dose growth rescue (activation), most hits filed as activators. 0.02% of 94,000 active. AID 1347070; active means well fitted activation curve with a large enough effect; inconclusive means small, poorly fitted or top-dose-only effect; further: 0% is about no effect
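Growth restoration measured by BacTiter-Glo luminescence after 24 hr at 30 deg C; alpha-synuclein yeast, raffinose-pregrown to mid-log, were added at OD600=0.02 in galactose medium onto pinned compounds.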
An asterisk follows results filed as active; ? = inconclusive. Potency means the concentration at half of the fitted maximal effect. Not all compounds are listed; rates above refer to the full screens.

SMILES	aSyn tox rescue
O=S(=O)(Nc1ccccc1Cl)c1ccc(-c2ccccn2)s1	-2.8%
COc1ccc(S(=O)(=O)N2CCC(C(=O)NCc3cccnc3)CC2)cc1Cl	0.1%
CCCN(C(=O)c1cc2c(=O)oc3ccc(C)cc3c2s1)c1ccc(OCC)cc1	6.0%
CCN(CC)C(=O)C1=C(C)N(CCCN2CCCC2=O)C(=O)C(CC(=O)NC2CCCC2)C1 (stereo unspecified)	-2.1%
CCn1cc(C(=O)N2CCN(c3cc(Cl)ccc3C)CC2)c(=O)c2cc(S(=O)(=O)N3CCCCC3)ccc21	-3.9%
CCc1ccc(S(=O)(=O)c2cnc3ccc(OC)cc3c2N2CCCC(C)C2)cc1 (stereo unspecified)	?
Cc1cc(Cl)c2ccc(Cl)cc2n1	2.0%
COc1ccc(-c2nnc(SCC(=O)NCCc3ccccc3)nc2-c2ccc(OC)cc2)cc1	-0.1%
Cc1cccc(N(CC(=O)NCCc2ccccc2)C(=O)c2csnn2)c1	9.2%
CN(C)CCN(Cc1ccco1)S(=O)(=O)c1cc2c(cc1Cl)NC(=O)CO2	-7.5%
CCCCCCCCC(=O)NNC(=O)c1c(O)c2ccccc2n(CC)c1=O	15.4%
CN1C(=O)Cc2cc(S(=O)(=O)NCc3ccc(Cl)cc3)ccc21	2.6%
CC(C)c1ccccc1NC(=O)COC(=O)c1cccnc1	-9.2%
COc1ccc([N+](=O)[O-])cc1/C=N/Nc1nc(N2CCCCC2)nc(N2CCCCC2)n1	-2.6%
Cc1c(C)n2c3c(cccc13)CC2	9.1%
COc1cccc(NC(=O)Cn2c(=O)n(-c3ccc(C)cc3)c(=O)c3ccc(C(=O)NCc4ccco4)cc32)c1	-10.4%
O=C(CSc1ccc2ccccc2c1)NCc1cccs1	4.8%
O=C1CN(C(=O)c2ccccc2C(F)(F)F)C(c2ccccc2)c2cc(F)ccc2N1 (stereo unspecified)	3.1%
COCC(C)N1CC(O)=C(c2nc(-c3ccc(Cl)cc3)cs2)C1=N (stereo unspecified)	-5.5%
CCCCNC(=O)c1cccc(NC(=O)c2nsc3ccccc23)c1	-1.2%
N#Cc1ccccc1Cn1nnc2c(=O)[nH]c(C3CCCN(S(=O)(=O)c4ccc(F)cc4)C3)nc21 (stereo unspecified)	-4.8%
O=S(=O)(Nc1nc2ccc(Cl)cc2s1)c1cccs1	7.4%
O=C1c2[nH]nc(-c3ccc(F)cc3)c2C(c2ccccc2F)N1c1ccccc1 (stereo unspecified)	7.5%
Cc1cc(NC(=O)CCC(=O)N(c2ccccc2)C(C)C(=O)NC2CCCC2)no1 (stereo unspecified)	5.9%
CC(CCc1ccccc1)NC(=O)CSc1n[nH]c(-c2ccc(F)cc2)n1 (stereo unspecified)	-3.9%
CC(=O)Nc1nonc1-c1nnc(SCc2ccccc2)n1C	6.0%
CCC(C)NC(=O)c1[nH]c2cc(OC)ccc2c1Sc1ccc(C)cc1 (stereo unspecified)	7.1%
CCc1cccc(C)c1NC(=O)C(CC)Sc1nncn2c1cc1occc12 (stereo unspecified)	3.1%
N#Cc1cccc(C(=O)OCC(=O)NC(=O)NC2CCCCC2)c1	16.1%
CCOc1ccc(C(=O)c2cn(CC(=O)Nc3cc(OC)cc(OC)c3)c3ccc(F)cc3c2=O)cc1	-5.8%

Entries shown so far containing a cyano group:
SMILES	aSyn tox rescue
N#Cc1ccccc1Cn1nnc2c(=O)[nH]c(C3CCCN(S(=O)(=O)c4ccc(F)cc4)C3)nc21 (stereo unspecified)	-4.8%
N#Cc1cccc(C(=O)OCC(=O)NC(=O)NC2CCCCC2)c1	16.1%

A second format for 2 compounds above.
CC(CCc1ccccc1)NC(=O)CSc1n[nH]c(-c2ccc(F)cc2)n1 (stereo unspecified)
  aSyn tox rescue: -3.9%

O=C1c2[nH]nc(-c3ccc(F)cc3)c2C(c2ccccc2F)N1c1ccccc1 (stereo unspecified)
  aSyn tox rescue: 7.5%

Next part:
SMILES	aSyn tox rescue
C[C@H]1CN(C2CCCCC2)C(=O)[C@@H]1CC(=O)Nc1ccccc1	-6.0%
CC(=O)Nc1ccc(/C=C/c2noc(-c3ccccc3O)n2)cc1	-14.3%
Cc1nc(-c2cccc(S(=O)(=O)N3CCCCC3)c2)cs1	-18.7%
CC(C)CN(CCCNC(=O)Cn1ncc2c3ccccc3n(C)c2c1=O)CC(C)C	2.7%
Cc1ccc(C)c(NC(=O)Cn2c(=O)n(CCC(C)C)c(=O)c3cccnc32)c1	-2.1%
O=C(COc1ccc(Cl)cc1Cl)Nc1cccc(-c2ccc(N3CCOCC3)nn2)c1	-3.1%
COc1ccc(-c2nc(CSCC(=O)NCc3ccccc3Cl)c(C)o2)cc1OC	1.7%
Clc1ccccc1-c1csc(Nc2cccnc2)n1	-11.8%
COc1cc(NC(=O)C2CCN(S(=O)(=O)c3c(C)noc3/C=C/c3ccccc3F)CC2)cc(OC)c1OC	5.7%
COc1ccccc1C(=O)OCc1cc(=O)n2c(C)csc2n1	-2.0%
COc1ccccc1CNC(=O)c1cc2c(s1)-c1ccc(Cl)cc1SC2	-1.2%
COCCOC(=O)Cn1nnc2sc(-c3ccccc3)cc2c1=O	11.4%
Cc1ccc(C)c(N2CCN(C(=O)CCS(=O)(=O)c3cc4c(cc3Cl)NC(=O)CO4)CC2)c1	7.2%
COc1ccc(C2CCCN2C(=S)Nc2ccccc2C)cc1OC (stereo unspecified)	1.8%
CCc1ccc(CNC(=O)CN2C(=O)CSc3ccc(S(=O)(=O)N4CCOCC4)cc32)cc1	-3.4%
Cc1c(Cl)cccc1NC(=O)c1cc(-c2cccc(Cl)c2)on1	-5.1%
O=C(O)CSc1ncnc2scc(-c3ccc(Br)cc3)c12	-2.4%
CCOC(=O)c1cccc(NC(=O)CSc2nc3cc4ccccc4cc3[nH]2)c1	-7.8%
CC(C)c1ccc(NC(=O)C2CCN(S(=O)(=O)c3cccc4nsnc34)CC2)cc1	0.1%
Cc1ccc(S(=O)(=O)CCNC(=O)Cc2ccc(Cl)cc2)cc1	-2.9%
O=C(NCc1ccco1)/C(=C/c1ccc(Cl)cc1)NC(=O)c1ccco1	-2.7%
CCOC(=O)C1CCCN(C(=O)c2ccc(S(=O)(=O)N3CCCC3)cc2)C1 (stereo unspecified)	-4.7%
CS(=O)(=O)c1cnc(-c2cccnc2)nc1N	-7.4%
O=S(=O)(c1ccc2nc(N3CCN(c4ccccc4)CC3)ccc2c1)N1CCCCC1	0.8%
CCOC(=O)c1ccccc1NC(=O)CCc1c(C)nc2c(c1C)c(=O)n(C)c(=O)n2C	-4.6%
COc1ccc2c(c1)c1c(c(=O)n(-c3cccc(Cl)c3)c(=O)n1C)n2C	-0.8%
O=C(CC1CCCCC1)Nc1ccc(-c2ccc3nncn3n2)cc1	-5.3%
C=CCn1c(C)cc(C(=O)COC(=O)/C=C/c2c(C)nn(C3CCS(=O)(=O)C3)c2Cl)c1C (stereo unspecified)	-0.3%
CS(=O)(=O)c1ccc(Cl)c(NC(=O)Cc2ccccc2F)c1	7.7%
CC(=O)Nc1ccc(/C(C)=N/Nc2nc(N3CCOCC3)nc(N3CCOCC3)n2)cc1	-22.2%
COc1ccccc1CCNC(=O)c1ccc(-c2nc(CSc3ccc(C)cc3)c(C)o2)cc1	-10.8%
CCOc1ccc(CNC(=O)c2ccc3c(c2)nnn3C2CCCC2)cc1	5.6%
O=C(O)CCCC(=O)Nc1ccc(Cl)cc1	0.4%
CCOC(=O)C1C(c2ccc(OC)cc2)N(C)OC1(O)C(F)(F)F (stereo unspecified)	-8.1%
Cc1ccc(OCC(=O)N(Cc2ccco2)Cc2ccco2)cc1C	5.7%
CCN(CC)S(=O)(=O)c1ccc(NC(=O)NCc2noc3ccc(C)cc23)cc1	-12.5%
COc1ccc(Cc2nc3ccc(C(=O)NCc4ccc(OC)cc4OC)cc3o2)cc1	3.7%
CCOC(=O)C(=NCC1CCCO1)NNc1cc(Cl)ccc1Cl (stereo unspecified)	-9.3%
Cc1ccc(S(=O)(=O)N2C[C@]3(O)C[C@@H]4C(=O)N(c5ccccc5)C(=O)[C@@H]4C[C@]3(OC(=O)NCc3ccco3)C2)cc1	1.4%
COc1ccc(-c2oc3ncn4nc(COc5cccc(C)c5C)nc4c3c2-c2ccc(OC)cc2)cc1	-10.8%
CC(=O)c1sc2c(c1C)c(=O)n(-c1ccc(Cl)cc1)c(=O)n2Cc1ccc(Cl)cc1	2.3%
Cc1ccc(C)c(OCCC(=O)OCC(=O)NC2CC2)c1	-4.9%
CCCCC(CC)CNC(=O)c1ccc2c(=O)n(Cc3ccc(OC)cc3)c(=O)[nH]c2c1 (stereo unspecified)	0.5%
Cc1ccc(CS(=O)(=O)c2ncc(Cl)c(C(=O)Nc3nnc(C(C)C)s3)n2)cc1	26.1%
CN(CC(=O)Nc1cccc(F)c1)C(=O)C1CC(=O)N(Cc2ccco2)C1 (stereo unspecified)	-5.7%
Cc1cccc2c1-c1sc(C(=O)N3CCN(c4cccc(Cl)c4)CC3)cc1CO2	4.4%
CCn1cc(SCC(=O)Nc2cc(C)on2)c2ccccc21	2.6%
CCC(O)c1cc2c(cc1NC(=O)c1ccccc1F)OCCO2 (stereo unspecified)	0.6%
O=C(CN1C(=O)CSc2ccc(S(=O)(=O)N3CCOCC3)cc21)NCc1c(F)cccc1Cl	-2.5%
Cc1ccc(SCc2nn(C)c(Cl)c2C=O)cc1	19.7%
COc1cccc(NC(=O)C2CCN(c3nnc(C)c4c(C)n(-c5ccccc5)nc34)CC2)c1	0.1%
NC(=O)c1ccsc1NC(=O)COC(=O)CSc1ccc(Cl)cc1	11.3%
Cc1ccc(NS(=O)(=O)c2cc3c(cc2C)NC(=O)CO3)cc1	0.5%
COc1ccc(CN(CC(=O)NCc2ccc(F)cc2)C(=O)c2ccco2)cc1	3.9%
CCCCOc1ccc(S(=O)(=O)N2CCN(c3ccccc3OCC)CC2)cc1	-1.0%
Cc1ccc(-c2nnc(SCc3ccccc3C#N)o2)cc1	2.2%
CCc1ccc(Nc2cc(C(=O)NCCCN(C)c3ccccc3)c3ccccc3n2)cc1	-6.9%
CC(=O)Nc1ccc(NC(=O)CCc2c(C)nc3c(c(C)nn3-c3ccc(C)cc3)c2C)cc1	-11.5%
CC(Sc1ccc(S(=O)(=O)N2CCCCC2)cn1)C(N)=O (stereo unspecified)	3.5%
O=C(O)C1=C2C(=O)Nc3cccc(c32)C2(C1)C(=O)Nc1ccccc12 (stereo unspecified)	0.0%

The listing continues:
SMILES	aSyn tox rescue
Cc1ccc(CNC(=O)Cn2c(SCC(=O)Nc3ccc(F)cc3)nc3ccccc32)cc1	1.9%
Cc1ccc(Nc2c3c(nc4nc(-c5cccs5)nn24)CCCC3)cc1F	-13.6%
COc1ccc(NC(=O)c2c(C)oc3ccc(O)c(CN4CCN(C)CC4)c23)cc1Cl	-6.2%
COc1ccc(NC(C)=O)cc1S(=O)(=O)Nc1ccc(OCc2ccccc2)cc1	-1.6%
CCC1CCCCN1CCCNC(=O)c1ccc2c(c1)N(Cc1ccccc1)C(=O)c1ccccc1S2(=O)=O (stereo unspecified)	4.1%
CCc1ccccc1NC(=O)C1CCN(C(=O)N2CCOc3ccccc32)CC1	1.8%
CCOC(=O)c1ccc(NC(=O)Cn2c(=O)cc(C(F)(F)F)c3c(C)nn(C)c32)cc1	-11.2%
O=C(COC(=O)CCCOc1ccc(Cl)cc1Cl)NCc1ccc(F)cc1	6.8%
CC(CNC(=O)CCn1c(=O)c2cccn2c2ccc(F)cc21)c1ccccc1 (stereo unspecified)	-0.8%
COC(=O)c1cc2oc3ccccc3c2n1Cc1nc(-c2cccc(Cl)c2)oc1C	-12.8%
COc1ccc(S(=O)(=O)NC(C)(C)CO)cc1-c1nnc2c3ccccc3c(C)nn12	5.2%
COc1ccc(NC(=O)c2nnn(CC(=O)Nc3cc(C)cc(C)c3)c2N)c(OC)c1	1.5%
CCCCCCCCCCOC(=O)Cn1c(COc2ccc(Cl)cc2)[n+](C)c2ccccc21	-14.4%
CC(O)C(NC=C1C(=O)OC(C)(C)OC1=O)C(=O)O (stereo unspecified)	5.7%
CC(C)(Oc1ccc(Cl)cc1)C(=O)NCC(c1cccs1)N1CCOCC1 (stereo unspecified)	-5.0%
CCc1cnc2c(c1SCC(=O)NCc1ccccc1)c(=O)n(C)c(=O)n2C	-4.3%
Cc1ccc(N2C(=O)c3n[nH]c(C)c3C2c2ccccc2Cl)cc1 (stereo unspecified)	-3.1%
CCC/C=C/c1ccc(CN2C(C(C)C)C(=O)N(Cc3cn(CC4CCCCC4)nn3)CCS2(=O)=O)cc1 (stereo unspecified)	6.8%
O=C1c2sccc2-c2cccc3cccc1c23	?
CCc1nc(SCC(=O)Nc2cccc3ccccc23)[nH]c(=O)c1C	-0.6%
Cc1c(Cl)cccc1NC(=O)CSc1ncc(S(=O)(=O)c2ccc(C(C)C)cc2)c(=O)[nH]1	-6.7%
O=C(COC(=O)c1ccc(Cl)nc1)NNC(=O)c1ccc(Cl)cc1	-9.4%
CC(=O)N1c2nc(C(C)C)nn2C2(CCCCC2)[C@@H]2CCCC[C@@H]21	-3.9%
C[C@@H]1CN([C@H](C)CO)C(=O)c2cc(Br)cnc2O[C@H]1CN(C)C(=O)Nc1ccc2c(c1)OCO2	0.1%
